p-CIP stab down: lowers stability of the mouse p/CIP coactivator protein. Q05BA5. F442A p/CIP-EGFP cells, EGFP fluorescence, 16 h. decrease of EGFP signal, % at 10 µM. hit rate 0.01% among 290,000. AID 1984;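 active = EGFP signal decrease of at least 30% at 10 µM or well 3 SD below plate mean, unless failing retest; inactive = the rest, including hits failing retest or dose response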; note: some compounds called inactive have numbers as strong as hits; many of its hits are not listed in these tables
Target sequence (Q05BA5 1-1403): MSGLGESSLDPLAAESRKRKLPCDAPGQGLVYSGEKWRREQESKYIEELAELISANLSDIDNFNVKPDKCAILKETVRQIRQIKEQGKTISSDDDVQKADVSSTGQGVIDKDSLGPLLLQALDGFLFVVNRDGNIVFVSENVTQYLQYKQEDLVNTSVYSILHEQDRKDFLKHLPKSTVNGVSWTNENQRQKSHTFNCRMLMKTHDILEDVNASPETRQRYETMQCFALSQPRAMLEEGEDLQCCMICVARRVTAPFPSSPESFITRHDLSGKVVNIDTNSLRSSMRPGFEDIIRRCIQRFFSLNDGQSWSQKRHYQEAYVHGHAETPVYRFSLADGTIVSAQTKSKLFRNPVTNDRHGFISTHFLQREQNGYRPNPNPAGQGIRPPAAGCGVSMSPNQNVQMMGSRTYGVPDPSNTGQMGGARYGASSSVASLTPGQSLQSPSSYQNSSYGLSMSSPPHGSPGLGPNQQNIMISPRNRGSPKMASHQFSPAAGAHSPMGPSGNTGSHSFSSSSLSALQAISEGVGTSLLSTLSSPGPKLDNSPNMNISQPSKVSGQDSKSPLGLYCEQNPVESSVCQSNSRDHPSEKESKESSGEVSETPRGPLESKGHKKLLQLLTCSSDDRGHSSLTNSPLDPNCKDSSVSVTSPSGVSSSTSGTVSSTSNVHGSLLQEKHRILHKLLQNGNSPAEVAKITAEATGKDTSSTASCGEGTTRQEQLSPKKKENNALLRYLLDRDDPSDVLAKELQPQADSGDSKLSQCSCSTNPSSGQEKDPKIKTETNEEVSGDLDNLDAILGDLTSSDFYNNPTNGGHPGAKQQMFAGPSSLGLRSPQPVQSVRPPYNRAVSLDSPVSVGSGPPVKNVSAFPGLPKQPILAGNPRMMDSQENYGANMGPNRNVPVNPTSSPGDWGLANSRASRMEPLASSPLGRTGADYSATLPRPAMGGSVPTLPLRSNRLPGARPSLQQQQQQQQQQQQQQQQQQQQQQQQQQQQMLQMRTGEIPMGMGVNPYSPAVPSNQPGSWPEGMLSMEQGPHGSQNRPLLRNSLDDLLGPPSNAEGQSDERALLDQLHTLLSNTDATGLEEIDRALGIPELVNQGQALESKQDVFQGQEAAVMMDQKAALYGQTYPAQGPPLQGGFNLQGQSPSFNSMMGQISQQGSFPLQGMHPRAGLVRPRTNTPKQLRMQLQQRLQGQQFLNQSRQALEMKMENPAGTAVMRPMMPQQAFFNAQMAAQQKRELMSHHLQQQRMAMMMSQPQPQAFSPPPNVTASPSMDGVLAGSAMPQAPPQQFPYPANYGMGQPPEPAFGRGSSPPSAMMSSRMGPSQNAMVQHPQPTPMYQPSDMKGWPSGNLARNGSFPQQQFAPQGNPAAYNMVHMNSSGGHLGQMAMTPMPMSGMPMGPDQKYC
UBC9 SUMO inh: blocks human SUMOylation mediated by UBC9; P63279; HTRF SUMOylation assay, SAE1/SAE2 + UBC9, in vitro; inhibition, % at 35 µM; hit rate 0.36% among 290,000; AID 2006; in the data active = inhibition above about 50%, passing the limit was not always enough; note: strong numbers were not always called active
PfM18AAP inh: PfM18AAP enzyme inhibition; inhibition, % at 7.35 µM; recombinant PfM18AAP, H-Glu-NHMec fluorogenic cleavage; hit rate 1.2% among 290,000;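 active = inhibition above the campaign mean inhibition over all tested compounds plus 3 SD, cut at about 28% in these data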;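 note: 0% = plate median of test compound wells and 100% = 2 mM ZnCl2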
MEKK3 PB1 HTS: MEKK3-MEK5 PB1 interaction, increase or decrease | Q99759 | bead-based flow cytometry, Alexa488-MEK5 binding to MEKK3; actives lie on both sides; 0 = blocked by unlabeled MEK5, 100 = vehicle | binding response (% of control), % at 10 µM | hit rate 1.4% among 290,000;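 active = binding response more than 3 SD above or below the average of its plate-row segment, actives on both sides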;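 note: Alexa488 bead fluorescence after subtracting the streptavidin-only scavenger bead signal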
MEKK2 WT-MEK5: raises or lowers MEK5 binding to wildtype human MEKK2 PB1 domain; bead flow cytometry, Alexa488-MEK5 binding to MEKK2 WT; actives lie on both sides; hit rate 1.1% among 290,000; Q9Y2U5; binding response (% of control), % at 10 µM; AID 1531; in the data active = binding response below about 67% or above about 130%
IDE cell activ: activators of human insulin-degrading enzyme in cells; P14735; HEK cells, FAbeta-B cleavage, fluorescence polarization; 0% vehicle, 100% cell-free pure enzyme wells; activation, % at 5.96 µM; hit rate 0.073% among 340,000; AID 493087;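 active = activation above the mean of all tested compounds plus 3 SD, set per screening campaign, cut at about 17% in these data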
MEKK2 mut-MEK5: signal of MEK5 binding to mutant human MEKK2 PB1 domain | bead flow cytometry, Alexa488-MEK5 binding to MEKK2 mutant | percent response, % at 10 µM | hit rate 0.35% among 290,000 | AID 1530; in the data active = percent response above about 24%, passing the limit was not always enough; note: inactives centre near 1; some results filed as inactive read as strong as hits; reference of the scale not given here
NALP1 inh: inhibitors of NALP1 inflammasome in yeast; S. cerevisiae NALP1/ASC/caspase-1 growth, X-gal OD620, 72 h; inhibition, % at 10 µM; hit rate 0.61% among 280,000; AID 2071; in the data active = inhibition mostly above about 24%, no sharp cut-off; inactive = mostly below about 32%; note: some compounds called inactive have numbers as strong as hits
IDE inh: cellular human IDE inhibition | hit rate 0.41% among 320,000 | inhibition, % at 5.59 µM | P14735 | AID 434962 | HEK cells, FAbetaB cleavage, fluorescence polarization;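 active = percent inhibition above the average of all tested compounds plus 3 SD, set per screening campaign, cut at about 16% in these data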;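 note: IDE supplied by intact live HEK cells; FP after avidin binding of uncleaved biotin substrate so inhibition keeps polarization high; 0% = DMSO wells and 100% = 60 µM reference IDE inhibitor Ii1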
The depositor's hits bear a star; x = not tested or not shown; [ ] = remark or other dose. These rows are one share of the data. The share of hits here may be higher or lower than overall.

SMILES	p-CIP stab down	UBC9 SUMO inh	PfM18AAP inh	MEKK3 PB1 HTS	MEKK2 WT-MEK5	IDE cell activ	MEKK2 mut-MEK5	NALP1 inh	IDE inh
O=C(N/C(=C/c1ccco1)C(=O)N1CCOCC1)c1ccc([N+](=O)[O-])cc1	-5	-1	22	98	96	-1	-5	30	x
Cn1ncc(Cl)c1C(=O)Nc1ccc(Cl)cn1	6	3	-3	103	112	1	4	2	8
Cc1ccc(NC2Nc3cc(C)nn3S2)c(C)c1 (stereo unspecified)	5	-15	9	100	99	3	-5	-5	7
NC(=O)CC(NC(=O)c1ccccc1)c1ccc(N2CCC(Br)CC2)c([N+](=O)[O-])c1 (stereo unspecified)	-3	-31	x	77*[inhibitor]	97	-1	-2	x	-6
Nc1nc(CSc2ncn[nH]2)nc(Nc2ccc(F)cc2)n1	-15	-3	7	104	100	4	0	5	7
O=C(c1ccco1)N(CCO)Cc1cc2cc3c(cc2[nH]c1=O)OCO3	-6	20	-9	101	100	1	-2	1	3
CC(=O)c1[nH]c(C)c(C(=O)N2CCCC(Nc3cccc(F)c3)C2)c1C (stereo unspecified)	4	8	-7	98	100	2	2	9	12
COc1ccccc1C(=O)Nc1cc2cc(Cl)ccc2oc1=O	5	8	-6	107	98	5	2	-21	2
COc1ccc(N2CCN(C(=O)c3ccc4c(=O)n(Cc5ccc6c(c5)OCO6)c(=O)[nH]c4c3)CC2)cc1	-12	24	0	100	99	7	1	15	-2
CCc1cc(SC#N)cc(C)c1NC(=O)CCl	-5	-30	-1	100	100	1	-2	18	0
Cc1cccc(OCCN2C(=O)C(=O)c3cccc(C)c32)c1	-2	6	23	121	100	5	-1	27	-6
COc1ccc(/C=N/Nc2ncnc(Cl)c2N)cc1OC	4	12	35*	79	100	0	-1	14	-2
COc1ccc(-n2ncc3c(SCC(=O)NNC(C)=O)ncnc32)cc1	2	17	7	102	102	-1	3	21	1
CC(C)c1ccc2oc(=O)cc(CN3CCN(Cc4ccccc4)CC3)c2c1	-2	12	8	108	115	5	12	9	2
CC1=CC2=NC(=O)/C(=C\c3cc(C)n(-c4ccccc4F)c3C)C(=N)N2O1	-15	19	1	102	89	4	-1	3	5
Cc1ccc(N2C(=O)N(CC(=O)C(C)(C)C)c3ccccc3S2(=O)=O)cc1	-7	-18	3	99	97	x	6	10	x
Cc1ccc(N2C(=O)Nc3ccccc3C2(O)C(=O)N2CCN(c3ccccn3)CC2)cc1C (stereo unspecified)	-4	7	2	110	101	-4	0	-17	8
CC(C)CNC(=O)c1ccc(Cl)c(NC(=O)COc2ccccc2)c1	-21	21	-4	100	91	x	-6	10	2
Cn1c(SCc2ccc(C#N)cc2)nnc1-c1cccc(Cl)c1	-7	-4	0	100	101	-5	0	4	-1
COc1ccc(C(=O)N2CCC(n3nccc3NC(=O)C3CC3)CC2)c(OC)c1OC	-10	-2	-6	103	102	7	2	9	-1

MEKK3 PB1 HTS, entries above that show a hit.
SMILES	p-CIP stab down	UBC9 SUMO inh	PfM18AAP inh	MEKK3 PB1 HTS	MEKK2 WT-MEK5	IDE cell activ	MEKK2 mut-MEK5	NALP1 inh	IDE inh
NC(=O)CC(NC(=O)c1ccccc1)c1ccc(N2CCC(Br)CC2)c([N+](=O)[O-])c1 (stereo unspecified)	-3	-31	x	77*[inhibitor]	97	-1	-2	x	-6

Next section:
SMILES	p-CIP stab down	UBC9 SUMO inh	PfM18AAP inh	MEKK3 PB1 HTS	MEKK2 WT-MEK5	IDE cell activ	MEKK2 mut-MEK5	NALP1 inh	IDE inh
COC(=O)c1cc(=O)n2c(-c3ccc(OC)cc3)csc2n1	1	-24	0	104	103	1	2	-2	7
C/C(=N\NC(=O)c1ccc(CN2CCOCC2)cc1)c1cccc([N+](=O)[O-])c1	4	-10	-4	100	104	6	-1	22	2
COc1ccc(NC(=O)c2cccc(NC3=NC4CS(=O)(=O)CC4S3)c2)cc1Cl (stereo unspecified)	-1	2	3	98	99	2	-5	-11	5
CC(C)CCNC(=O)CCc1nnc2n(CCCOC(C)C)c(=O)c3ccccc3n12	9	3	0	110	112	0	13	-8	5
COc1ccc(N2CC(C(=O)Nc3nnc(SCC(=O)NC(C)(C)C)s3)CC2=O)cc1 (stereo unspecified)	-5	4	4	92	93	-1	-3	22	1
O=c1ncn(-c2ccccc2F)c2ncccc12	-8	16	6	101	101	2	0	11	3
Cc1noc(C)c1COC(=O)COc1ccc2c(C)cc(=O)oc2c1	0	-1	-14	110	111	-3	4	13	-7
O=C(N/N=C/c1ccc(O)c([N+](=O)[O-])c1)C1CC1(c1ccccc1)c1ccccc1 (stereo unspecified)	-5	27	3	104	85	10	-10	5	3
CCOc1ccc(NC(=O)Cc2ccccc2)c([N+](=O)[O-])c1	0	7	-1	100	103	1	16	37	5
CCCC(=O)N1CCN(c2nc3ccc(Br)cc3s2)CC1	-9	7	-2	99	99	-9	-3	4	15
CC(=O)N/C(=C/c1ccccc1)C(=O)NC(Cc1ccccc1)C(=O)O (stereo unspecified)	-8	7	2	99	98	-3	0	28	0
COc1ccc(CN2C(=O)c3ccccc3C2C(=O)NCc2cccnc2)c(OC)c1 (stereo unspecified)	-6	15	-3	97	100	9	3	1	2
CC(=O)Nc1ccc(OC(=O)c2ccco2)cc1	0	-14	4	96	100	0	6	1	-3
COc1ccccc1CN1CC(C(=O)NCc2ccc(C)c(F)c2)CCC1=O (stereo unspecified)	-2	12	0	98	97	2	4	-1	2
CN1C=CC(=C2C(=O)c3ccccc3C2=O)C=C1	7	11	-11	102	99	x	1	1	x
Cn1c(SCC(=O)N2CCCC2)nc2cccnc21	-10	7	-7	95	97	-3	-10	-3	6
CC(=O)N1CCCc2cc(S(=O)(=O)N3CCCC(C(=O)Nc4cc(C)ccc4C)C3)ccc21 (stereo unspecified)	-15	x	-1	102	103	5	1	26	4
CCN(CC)CCCNC(=O)Cn1cnc2sc(C)c(S(=O)(=O)N3CCC(C)CC3)c2c1=O	-14	8	-16	102	108	6	0	24	-3
CNc1nc(Cl)c(SC)c(NCc2ccc(F)cc2)n1	-5	-11	11	101	101	-2	6	6	-1
c1ccc2c(Nc3ccc(N4CCOCC4)cc3)nc(N3CCOCC3)nc2c1	-8	-6	-1	101	105	2	3	17	0

Two entries from above, with values ahead of the structure:
p-CIP stab down	UBC9 SUMO inh	PfM18AAP inh	MEKK3 PB1 HTS	MEKK2 WT-MEK5	IDE cell activ	MEKK2 mut-MEK5	NALP1 inh	IDE inh	Compound
-8	-6	-1	101	105	2	3	17	0	c1ccc2c(Nc3ccc(N4CCOCC4)cc3)nc(N3CCOCC3)nc2c1
0	-14	4	96	100	0	6	1	-3	CC(=O)Nc1ccc(OC(=O)c2ccco2)cc1

Continuation:
SMILES	p-CIP stab down	UBC9 SUMO inh	PfM18AAP inh	MEKK3 PB1 HTS	MEKK2 WT-MEK5	IDE cell activ	MEKK2 mut-MEK5	NALP1 inh	IDE inh
CCCCCCCCNC(C)C(O)c1ccc(SC(C)C)cc1 (stereo unspecified)	0	3	-1	114	142*	6	48*	78*	1
O=C(O)c1ccc(S(=O)(=O)NCC2CCCO2)cc1 (stereo unspecified)	-10	17	7	108	116	7	12	-7	0
C=CCn1c(SCC(=O)N2CCc3ccccc3C2)nc2sc(C)cc2c1=O	-13	11	-1	110	109	-13	14	-25	2
CCCCN(CCCC)C(=O)CSc1nnc(-c2cc(OC)c(OC)c(OC)c2)o1	-7	2	0	89	93	4	-2	35	-4
O=C(NCc1cccs1)C1CCN(C(=O)NCc2ccccc2)CC1	-10	28	-4	105	98	-2	-1	6	1
O=C(Cc1ccccc1)Nc1cc([N+](=O)[O-])ccc1N1CCOCC1	-12	5	7	100	102	4	3	1	-6
COCCn1c(SCC(=O)Nc2ccc(OC)cc2)nc2c(oc3ccccc32)c1=O	7	4	-7	91	82	x	-4	-3	2
CCOc1ccccc1N(CC(=O)Nc1cc(OC)ccc1OC)S(=O)(=O)c1ccccc1	0	-7	-7	104	103	2	0	15	x
CS(=O)(=O)c1ccc(C(=O)NCc2ccccc2F)cc1	2	-6	-3	94	91	4	-7	-4	0
COC(=O)Cn1c(O)c(N=NC(=O)CNC(=O)c2ccncc2)c2ccccc21	-9	x	3	99	102	-2	3	-2	5
CC[C@H]1OC(=O)C[C@@H](O)[C@H](C)[C@@H](O[C@@H]2O[C@H](C)C[C@H](N(C)C)[C@H]2O)[C@@H](CC=O)C[C@@H](C)C(=O)C=C[C@]2(C)O[C@H]2[C@@H]1C	4	-2	x	101	110	x	5	10	-2
COc1cccc(-n2c(C)nnc2SCC(=O)Nc2ccccc2N2CCOCC2)c1	-3	19	-8	98	100	5	-2	-10	-2
CCS(=O)(=O)N1CCN(c2ccc(Cl)cc2[N+](=O)[O-])CC1	-10	12	2	102	99	3	-1	27	0
O=C(NCCN1C(=O)S/C(=C/c2ccccc2)C1=O)C1CCCN1C(=O)c1cccs1 (stereo unspecified)	-4	-4	5	110	129	2	30	41	-1
O=C(N/N=C1\CCCc2ccccc21)c1ccc([N+](=O)[O-])cc1	-1	3	11	104	100	2	0	-64	1
CC(=O)NC(Cc1ccc(F)c(F)c1)C(=O)NC1CCN(c2c(Cc3ccccc3)c(C)nc3ncnn23)CC1 (stereo unspecified)	-12	20	-14	89	79	4	-15	-5	-1
O=C1CC(=O)Nc2cc(S(=O)(=O)N3CCOc4ccccc43)ccc2N1	2	14	-2	96	89	8	-11	6	-3
Cc1ccc2nc(N3C(=O)C(O)=C(C(=O)c4cc5ccccc5o4)C3c3cccs3)sc2c1 (stereo unspecified)	1	-12	21	x	x	4	x	-4	2
COc1ccc(N2CCN(C(=O)Cn3c(=O)c4cccn4c4cccnc43)CC2)cc1	14	10	5	99	97	1	-1	5	3
CCOC(=O)CC(c1ccc([N+](=O)[O-])cc1)n1c(C)ccc1C (stereo unspecified)	-6	10	-6	100	100	0	-2	8	3
Cn1nnc2cc(C(=O)N3CCC(c4ccccc4)C3)ccc21 (stereo unspecified)	4	5	-3	111	109	-2	5	-4	-2
Cc1nc2nc(-c3ccc(F)cc3)cn2nc1C	2	31	0	108	104	-2	13	17	7
Cc1cccc(C(=O)c2cn[nH]c2-c2ccc(C)cc2O)c1	10	3	2	97	95	4	-2	5	-10
Cc1cccc(NC(=O)CCC(=O)N/N=C/c2cccnc2)c1	-16	10	0	101	105	2	6	1	-2
Cc1ccc(Sc2nc(-c3ccccc3)nnc2C(F)(F)F)cc1	-2	11	-8	107	107	4	8	38	1
CCCn1c(SCc2nc3ccccc3s2)n[nH]c1=O	-18	6	-11	98	103	7	-2	33*	0
Oc1c(C(c2ccco2)N2CCOCC2)sc2ncnn12 (stereo unspecified)	-7	26	26	104	105	1	10	-16	-1
COc1ccc(OC)c(S(=O)(=O)NCc2cn3c(C)csc3n2)c1	0	6	6	100	101	8	6	x	-1
O=C1CSC(c2cccnc2)N1Cc1ccc(Cl)cc1 (stereo unspecified)	-8	26	2	97	104	-1	-1	6	4
COc1ccccc1CN1C(=O)CN(C2CCCC2)C(=O)C1c1ccc(F)cc1 (stereo unspecified)	3	26	-8	110	111	5	8	-4	-3
CCN(CC)S(=O)(=O)c1cc([N+](=O)[O-])ccc1NNC(=O)Nc1ccccc1OC	-8	0	56*	101	103	6	3	-2	1
COc1ccc(CC(=O)N2CCN=C2SCc2cccc([N+](=O)[O-])c2)cc1	-3	6	16	117	110	4	0	-18	-1
Brc1ccc(Nc2nc(-c3cccnc3)cs2)cc1	3	2	-9	102	100	6	0	0	-3
O=C(CN1C(=O)C2CC=CCC2C1=O)Nc1ccc(S(=O)(=O)Nc2nccs2)cc1 (stereo unspecified)	-1	24	0	103	105	9	11	x	5
